# Compound activity from PubChem.
# NSD2 inh – blocks human histone methyltransferase NSD2; actives 0.54% (n = 310,000); inhibition, % at 12.5 µM; NSD2 peptide methylation, AlphaScreen, 120 min; in the data active = inhibition above about 50%
# Target sequence (O96028 whole entry, looked up): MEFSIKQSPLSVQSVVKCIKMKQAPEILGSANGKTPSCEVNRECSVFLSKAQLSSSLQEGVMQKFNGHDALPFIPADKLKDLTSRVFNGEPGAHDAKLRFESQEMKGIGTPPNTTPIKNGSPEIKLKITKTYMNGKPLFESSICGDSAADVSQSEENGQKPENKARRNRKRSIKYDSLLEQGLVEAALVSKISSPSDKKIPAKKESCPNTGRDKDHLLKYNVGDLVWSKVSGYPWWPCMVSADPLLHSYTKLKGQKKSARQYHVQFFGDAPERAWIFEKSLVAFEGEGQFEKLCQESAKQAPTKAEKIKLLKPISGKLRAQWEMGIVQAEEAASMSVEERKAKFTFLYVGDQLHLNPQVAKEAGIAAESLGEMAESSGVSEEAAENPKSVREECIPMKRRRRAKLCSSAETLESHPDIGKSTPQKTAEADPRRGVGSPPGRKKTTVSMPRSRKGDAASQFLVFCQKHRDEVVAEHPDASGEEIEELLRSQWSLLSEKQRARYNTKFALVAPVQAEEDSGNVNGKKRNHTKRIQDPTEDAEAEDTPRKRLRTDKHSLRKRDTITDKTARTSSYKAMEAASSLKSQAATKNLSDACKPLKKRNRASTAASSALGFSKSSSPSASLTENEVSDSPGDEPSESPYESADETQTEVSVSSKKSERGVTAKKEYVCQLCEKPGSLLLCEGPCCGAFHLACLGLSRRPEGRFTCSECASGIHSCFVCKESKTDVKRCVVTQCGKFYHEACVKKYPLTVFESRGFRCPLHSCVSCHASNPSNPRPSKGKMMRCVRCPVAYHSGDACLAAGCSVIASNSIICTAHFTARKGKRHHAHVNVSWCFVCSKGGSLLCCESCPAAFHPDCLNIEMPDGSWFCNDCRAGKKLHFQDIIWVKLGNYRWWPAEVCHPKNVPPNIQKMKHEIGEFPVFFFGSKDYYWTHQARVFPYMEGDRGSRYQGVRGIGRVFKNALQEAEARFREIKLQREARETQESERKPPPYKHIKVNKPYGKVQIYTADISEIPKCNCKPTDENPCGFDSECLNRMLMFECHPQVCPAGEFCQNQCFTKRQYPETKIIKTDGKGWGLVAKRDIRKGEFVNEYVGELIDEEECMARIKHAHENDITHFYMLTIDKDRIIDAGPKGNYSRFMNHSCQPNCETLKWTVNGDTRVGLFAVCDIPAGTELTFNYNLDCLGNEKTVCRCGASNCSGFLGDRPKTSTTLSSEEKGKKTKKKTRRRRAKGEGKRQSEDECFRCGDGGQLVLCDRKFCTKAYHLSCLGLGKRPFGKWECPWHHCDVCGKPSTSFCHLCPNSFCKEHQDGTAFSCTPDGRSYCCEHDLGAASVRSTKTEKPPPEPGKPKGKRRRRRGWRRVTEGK
# PKA-R2B activ – activators of human PKA-R2B complex; activation, % at 11.4 µM; actives 0.079% (n = 340,000); AID 504700; PKA-R2B holoenzyme dissociation, Cy5-IP20 fluorescence polarization; R2B truncated from residue 108, S112A mutant; 0% DMSO only, 100% 113 µM cGMP; P22694+P31323;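 active = activation above a cutoff set at the mean over all compounds plus 3 SD, cut at about 18% in these data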;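 note: higher means more holoenzyme dissociation and a rise in polarization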
# SR-BI DiI-HDL act – activators of SR-BI mediated HDL lipid uptake. CHO ldlA[mSR-BI] cells, DiI-HDL uptake fluorescence, 3 h; 100 = double the neutral-control signal. activation, % at 12.5 µM. actives 0.096% (n = 320,000). AID 504775;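 active = mean replicate activation of at least 60% and every replicate at or above 60%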;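 note: 0% = median plate neutral-control signal and 100% = twice that signal; values of inactives mirror those of a sister screen read the other way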
#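 Material: SR-BI-overexpressing, LDLR-lacking CHO cells; schedule: compound exposure 3 h, 37 °C; reagent: DiI-labelled HDL at 10 µg/mL final; technique: bottom-read fluorescence, 550/595 nm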
# Keap1 Nrf2 FP – disrupts human Keap1 binding to Nrf2 peptide; inhibition, % at 9.4 µM; actives 0.15% (n = 340,000); Q14145; Keap1 Kelch-Nrf2 peptide fluorescence polarization, 1536-well; AID 504523; in the data active = inhibition above about 12%;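 note: human Keap1 Kelch domain with fluorescein labeled Nrf2 9mer peptide probe; 0% = neutral control wells and 100% = peptide positive control; higher means more block of Keap1 binding to Nrf2 peptide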
# Cardiac RTF inh – cardiac RTF calcium desensitization; P19429+P45379; IANBD-labeled cardiac RTF, Ca2+ fluorescence; inhibition, % at 7.15 µM; actives 0.12% (n = 340,000); AID 493244;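 active = inhibition above the mean inhibition of all tested compounds plus 3 SD, cut at about 17% in these data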;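 note: assay run at fixed EC70 calcium of 1.6 mM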
# Arr AP2 block – inhibitors of human beta-arrestin and AP2 interaction; FITC-arrestin peptide / GST-AP2 beads, flow cytometry; AP2 beta2 appendage carries R879A mutation; inhibition, % at 10 µM; actives 0.31% (n = 340,000);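 active = inhibition above a set limit, near 3 SD of compounds lacking own fluorescence, cut at about 54% in these data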;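 note: plate controls were DMSO wells for no effect and 5 µM unlabelled arrestin peptide for full effect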
#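 Measured by: flow cytometry, FL1 (488/535 nm); Material: AP2 appendage R879A on GSH beads; Evaluation: percent response; Timing: pre-incubation 12 min, peptide binding 1 h, room temperature; Also added: 50 nM FITC-arrestin peptide; Medium: PBS with 0.05% Tween 20 and 0.1% BSA.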
# C-LANA FP – inhibitors of KSHV LANA C-terminal domain DNA binding. MBP-C-LANA/FAM-LBS DNA binding, fluorescence polarization. inhibition, % at 9 µM. actives 0.078% (n = 340,000). AID 504423;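 active = highest replicate inhibition at or above 60% at 9 µM, even if other replicates fall short; inactive = all replicates below 60% inhibition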;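 note: 0% = neutral control wells and 100% = 4 µM acridine orange control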
# DAGLB inhibitor – diacylglycerol lipase beta (human) inhibition. Q8NCG7. HEK293T DAGLB membrane lysate, EnzChek fluorogenic substrate. inhibition, % at 5.17 µM. actives 0.059% (n = 340,000); in the data active = inhibition above about 34%;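 note: 0% = enzyme with vehicle and 100% = wells lacking enzyme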
# SR-BI HDL uptake – inhibitors of mouse SR-BI mediated HDL lipid uptake; Q61009; ldlA[mSR-BI] CHO cells, DiI-HDL uptake fluorescence, 3 h; inhibition, % at 12.5 µM; actives 0.96% (n = 320,000); AID 488896;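 active = mean replicate inhibition of at least 70% and a set share of replicates each scoring 70 or more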;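 note: 0% = median of neutral control wells and 100% = median of positive control wells; values of inactives mirror those of a sister screen read the other way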
# PvdQ inh – blocks Pseudomonas aeruginosa PvdQ acylase activity; purified PvdQ acylase, fluorescence plate reader; inhibition, % at 10 µM; actives 0.063% (n = 340,000); AID 488965; in the data active = inhibition above about 30%, passing the limit was not always enough;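 note: 0% = vehicle neutral wells and 100% = reference inhibitor wells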
# The depositor's hits bear a star; . = no result given; & = joins results of further samples. Compounds as they come. Share with any hit: about 2.1%.
SMILES,NSD2 inh,PKA-R2B activ,SR-BI DiI-HDL act,Keap1 Nrf2 FP,Cardiac RTF inh,Arr AP2 block,C-LANA FP,DAGLB inhibitor,SR-BI HDL uptake,PvdQ inh
O=C(Nc1cccc(OC(=O)c2cccnc2)c1)c1cccnc1,0,-2,19,-6,0,-16,0.3,-2,-19,-7
CCOc1ccc(C(=O)NCCO)cc1,-2,-6,-18,2,-15,-7,0.9,-1,18,-15
CC1=C(C(=O)OCc2ccc3c(c2)OCO3)C(c2ccc(O)c([N+](=O)[O-])c2)NC(=O)N1 (centres undefined),-7,-3,15,2,0,9,-0.1,7,-15,-7
O=NN(CCCl)C(=O)NCCCl,.,-1,11,2,-12,21,-0.6,2,-11,4
CN(C)C1(CNC(=S)Nc2ccccc2C(F)(F)F)CCCCC1,2,3,18,-4,1,-9,-0.5,-1,-18,-17
CC(=O)c1c(C)[nH]c(C(=O)OCC(=O)N(C)c2c(N)n(Cc3ccccc3)c(=O)[nH]c2=O)c1C,.,3,4,-7,-8,-2,0.5,-1,-4,-15
CC(C)n1nnnc1SCC(=O)Nc1ccccc1F,-1,-6,8,-4,4,-7,-0.7,0,-8,-5
O=C(CSc1nc(=O)n(CCCN2CCOCC2)c2c1CCC2)Nc1ccc(F)cc1F,0,0,-5,-1,0,32,-1.7,-1,5,6
COc1cccc(-c2nn(-c3ccccc3)cc2CO)c1,-2,1,-10,3,-5,4,1.2,-7,10,-15
CCN(CC(=O)NC1CCS(=O)(=O)C1)S(=O)(=O)c1ccccc1 (centres undefined),-7,-5,18,-1,5,27,-1.5,-3,-18,1
CN(C)C(CNC(=O)c1ccc([N+](=O)[O-])cc1Cl)c1ccco1 (centres undefined),.,0,5,-1,-7,24,0.3,4,-5,-8
Cc1oc(-c2ccccc2F)nc1CS(=O)CC(=O)NCc1ccccn1 (centres undefined),-1,4,7,-5,1,24,0.0,1,-7,8
Cc1nn(-c2ccc(F)cc2)c2nc(N)c(C#N)c(-c3cccs3)c12,0,3,-10,-8,0,1,0.4,-19,10,-13
COc1nc(-c2ccc(Cl)cc2)ccc1-c1noc(-c2cccs2)n1,1,-4,14,-2,2,8,1.4,0,-14,-12
O=C1CSC(c2ccc([N+](=O)[O-])cc2)N1Cc1ccccc1 (centres undefined),-1,4,20,-2,-10,-2,3.4,0,-20,-12
O=C(Nc1cccnc1)Nc1ccc(Cl)cc1Cl,-3,-7,-14,-2,-2,.,0.3,-2,14,-11
CC(C)(C)n1nc2c(c1NC(=O)c1ccc(Cl)c([N+](=O)[O-])c1)CS(=O)(=O)C2,1,-7,9,1,-1,-1,-0.7,-4,-9,-1
Cc1ccc(C)c(/C(O)=C2\C(=O)C(=O)N(CCCn3ccnc3)C2c2cccnc2)c1 (centres undefined),-5,-6,17,-3,-2,22,1.7,4,-17,-9
CCOc1ccc(-n2c(=O)c3sccc3n(CC(=O)NC3CCCCC3)c2=O)cc1,-2,-6,-3,1,3,-4,-2.0,-1,3,-12
Cc1cc(=O)[nH]c(CN2CCOCC2)n1,-1,8,12,0,-8,8,0.5,-1,-12,7
CNC[C@H]1Oc2ccc(NC(=O)C3CCCCC3)cc2CC(=O)N([C@H](C)CO)C[C@@H]1C,.,5,7,-10,-6,17,0.6,-1,-7,0
CCCC(NC(=O)Cc1c(C)c2cc3c(C)c(C)oc3c(C)c2oc1=O)C(=O)N[C@@H](Cc1ccccc1)C(=O)O (some centres undefined),.,-9,5,-2,-3,13,-2.2,0,-5,-2
COc1ccc(N(CC(=O)NCc2ccccc2)S(=O)(=O)c2c(C)nn(C)c2C)cc1,.,9,28,1,3,-1,-0.2,0,-28,1
CCCCCN(C(=O)CCC(=O)OCc1ccc(C(C)(C)C)cc1)c1c(N)n(CCCC)c(=O)[nH]c1=O,-1,0,12,0,-6,4,0.0,2,-12,-9
O=C(CCn1nc(-c2ccc(Cl)cc2)ccc1=O)NCc1cccnc1,-2,-14,18,-2,-4,11,1.0,-1,-18,-20
O=C(NCCCN1CCCC1=O)c1cccc(S(=O)(=O)N2CCN(c3ccccc3)CC2)c1,-2,11,17,2,0,3,0.2,0,-17,-1
N#CCCN(C(=O)COC(=O)c1cc2ccccc2oc1=O)c1ccccc1,-1,-1,13,-4,-10,9,-2.8,0,-13,-11
O=c1[nH]c(C2CCN(S(=O)(=O)c3ccccc3F)CC2)nc2c1nnn2Cc1ccc(F)cc1,1,-3,22,-4,0,29,0.2,-3,-22,3
O=C(COC(=O)c1ccco1)Nc1cccc(S(=O)(=O)N2CCCCC2)c1,-2,-6,8,-1,-2,19,2.1,-2,-8,1
O=C1C2CCCN2C(c2ccccc2)N1c1cccc(Cl)c1 (centres undefined),.,9,13,0,-5,-1,2.6,-6,-13,-13
C[C@@H](C(=O)NC1CCCCC1)N1C(=O)N2CCc3c([nH]c4ccccc34)[C@@]2(C)C1=O,.,-2,-30,-3,-2,8,-0.3,-3,30,-5
Cc1csc(N2CCCC2=O)n1,1,-1,13,-2,2,27,1.9,0,-13,7
O=C(NCC1CCCO1)C1CCCN(S(=O)(=O)c2cccc3nsnc23)C1 (centres undefined),.,-4,-18,-2,-2,8,1.7,0,18,-14
O=C(COc1ccc([N+](=O)[O-])cc1)Nc1ccc2c(c1)CCC2,1,11,3,-7,-5,-5,0.3,-8,-3,-6
CC1(C)CC(=O)C(C=NCCN2CCNCC2)=C(O)C1,0,-8,16,-4,5,-3,0.2,-1,-16,-7
N#Cc1nc(-c2ccccc2F)oc1N1CCCCC1,2,2,15,-7,-6,-3,4.1,-13,-15,1
COc1ccc(CNCCC2(C(C)C)CCOC(C)(C)C2)cc1 (centres undefined),1,-13,20,-6,-12,7,1.0,-3,-1,18
Cc1cc(C)cc(N=C2SC(CC(=O)Nc3ccccc3)C(=O)N2CCN2CCOCC2)c1 (centres undefined),2,5,2,2,-5,-13,-0.6,-4,-2,-19
CN1CC(=O)N(CC(=O)NCc2ccc3c(c2)OCO3)C1=O,1,3,24,3,0,9,0.9,1,-24,9
Cc1ccc(S(=O)(=O)NCC(=O)OC(C)C(=O)NC2CCCCC2C)cc1C (centres undefined),9,5,11,-7,-4,0,0.4,0,-11,-11
CC(C)c1ccc(OCC(O)CN2CCN(c3ccccc3)CC2)cc1 (centres undefined),-1&1,0&-8,19&38,0&-4,-5&-18,-2&9,2.2&-0.6,-12&-12,-19&-38,-14&-10
CC(C)(C)N(Cc1ccccc1)C(=O)COc1cccnc1[N+](=O)[O-],5,6,29,-5,-3,3,1.4,0,-29,-16
Cc1ccc(NS(=O)(=O)c2cccc(C(=O)NC3CCN(Cc4ccccc4)CC3)c2)cc1,4,-4,3,-1,-5,6,1.5,3,-3,-12
Cc1c(CC(=O)NCC(=O)O)c(=O)oc2cc3oc4c(c3cc12)CCCC4,4,0,24,3,-11,0,-1.7,1,-24,-7
O=C(CN1CCN(C(=O)c2ccccc2)CC1)NC(=O)NCCC1=CCCCC1,-2,2,-9,-4,1,8,0.1,2,9,-19

# An excerpt from above in order of their number in Keap1 Nrf2 FP, descending:
compound	Keap1 Nrf2 FP
O=C(NCC1CCCO1)C1CCCN(S(=O)(=O)c2cccc3nsnc23)C1 (centres undefined)	-2
C[C@@H](C(=O)NC1CCCCC1)N1C(=O)N2CCc3c([nH]c4ccccc34)[C@@]2(C)C1=O	-3
CC(C)(C)N(Cc1ccccc1)C(=O)COc1cccnc1[N+](=O)[O-]	-5

# Look-ups from the results shown:
# Keap1 Nrf2 FP with O=C(NCC1CCCO1)C1CCCN(S(=O)(=O)c2cccc3nsnc23)C1 (centres undefined) reads -2
# SR-BI HDL uptake with O=C(COc1ccc([N+](=O)[O-])cc1)Nc1ccc2c(c1)CCC2 reads -3

# Further entries.
SMILES,NSD2 inh,PKA-R2B activ,SR-BI DiI-HDL act,Keap1 Nrf2 FP,Cardiac RTF inh,Arr AP2 block,C-LANA FP,DAGLB inhibitor,SR-BI HDL uptake,PvdQ inh
CC(OC(=O)c1cccc(-n2cnnn2)c1)C(=O)Nc1ccc(N(C)C)cc1 (centres undefined),2,8,-11,-2,-5,30,-0.8,3,11,-7
Cc1cc(C)cc(N2C(=O)C3NN=C(C(=O)OCc4ccccc4)C3C2=O)c1 (centres undefined),0,5,0,2,0,27,-0.2,-2,0,8
Cc1cccc(NC(=O)Cn2nnc(C(=O)NCc3cccs3)c2N)c1C,4,-6,34,-3,2,7,-0.5,-1,-34,5
Cc1ccc([N+](=O)[O-])cc1S(=O)(=O)N1CCCC1,-1,-5,34,2,-8,4,0.3,-4,-34,11
O=C1/C(=C\c2cccs2)SC(=S)N1C1CCS(=O)(=O)C1 (centres undefined),2,2,37,-9,-11,8,-0.9,0,-37,-6
Cc1ccc(-c2cc(C(=O)NCCc3ccc(S(N)(=O)=O)cc3)c3ccccc3n2)cc1,.,0,-86,-5,3,50,-1.4,-4,86*,6
CCCNC(=O)CNC(=S)N(Cc1ccccc1F)C1CCCCC1,6,-1,7,-5,-3,-13,-1.8,-1,-7,-8
CCNc1ccc(S(=O)(=O)N(C)C)cc1[N+](=O)[O-],-3,-2,21,6,-9,-12,0.8,3,-21,-1
CCOC(=O)c1cc(NC(=O)SCC(=O)O)c(C)nc1C,-1,-4,2,-7,-14,-9,0.3,-3,-2,-11
Cc1ccc(C2N(c3ccccc3)C(=S)N3CCCN23)cc1 (centres undefined),3,-3,-4,-3,-3,-2,0.2,-4,4,-11
O=C(O)c1ccc(-c2ncc[nH]2)cc1,-3,1,10,5,-9,36,-1.8,0,-10,-11
CN(C)c1ccc(-c2nc3ccccc3n2C)cc1,6,-9,-31,3,6,4,-1.5,1,31,-9
COc1ccc(CC(=O)OC(C)C(=O)c2ccc(C)cc2)cc1 (centres undefined),.,-5,22,-3,-11,28,-0.8,-5,-22,-3
O=C(CSc1ncn[nH]1)Nc1c(F)cc(F)cc1Br,-5,-2,6,2,-7,4,0.6,1,-6,-25
CCOc1ccc(OCCCC(=O)ON=C(N)c2ccccc2Cl)cc1,1,6,5,1,-3,29,-0.3,-9,-5,1
Cc1ccnc(NC(=O)c2cc(F)c(F)cc2Cl)n1,-1,-17,.,1,7,3,-0.5,2,.,-13
CC(C)=CC(=O)OCc1csc(CC(=O)Nc2ccccc2C)n1,-3,-3,5,-5,-4,-7,4.4,-1,-5,-9
COc1ccc(OC)c(N(CC(=O)Nc2ccc3c(c2)OCCO3)S(C)(=O)=O)c1,0,-10,17,0,3,-5,0.2,1,-17,-6
O=C(CCc1nnc(C2CCCCC2)o1)N1CCN(Cc2ccccc2)CC1,3,-5,-3,1,-5,10,0.0,0,3,-9
N#CCCN(C(=O)COC(=O)c1ccc2c(c1)NC(=O)CS2)c1ccc2c(c1)OCCO2,0,2,8,3,-14,-7,-0.4,13,-8,4
